SRC3 TRFRET art: TR-FRET detection interference compounds, artefact control for PPARgamma SRC-3 recruitment agonists, biochemical, TR-FRET ratio. 99,000 compounds, 0.39% hits. TR-FRET artefact counter-screen, PPARgamma/SRC-3 format; stronger effect = higher value. TR-FRET ratio at 8 µM; in the data active = TR-FRET ratio above about 2000; note: inactives centre near 1600
SRC1 TRFRET art: TR-FRET detection interference compounds, primary screen, artefact control for PPARgamma SRC-1 recruitment agonists, biochemical, TR-FRET emission ratio. TR-FRET detection artefact counter-screen; stronger effect = higher value. TR-FRET ratio at 8 µM. 99,000 compounds, 0.34% hits; in the data active = TR-FRET ratio above about 2300; note: inactives centre near 1800
Active calls of the source: *.

molecule	SRC3 TRFRET art	SRC1 TRFRET art
O=C(CN1C(=O)NC2(CCCCCCC2)C1=O)NC1CCCc2ccccc21 (stereo unspecified)	1630	1818
CC(C)(C)NC(=O)CSc1nnc(CN2CCCCCC2=O)n1-c1ccccn1	1468	1756
CC(=O)N/C(=C/c1ccc([N+](=O)[O-])cc1)C(=O)O	1670	1779
N#Cc1ccsc1NC(=O)CN1CCN(S(=O)(=O)c2ccc3ccccc3c2)CC1	2536*	2399*
Cc1ccc(OCCn2cc(/C=C3\C(=O)NN(c4ccccc4)C3=O)c3ccccc32)cc1	1493	1900
COc1cccc(CC2(CO)CCCN(Cc3[nH]c4ccc(C)cc4c3C)C2)c1 (stereo unspecified)	1575	1826
O=C(CCl)N(C/C=C/c1ccccc1)c1ccc2c(c1)OCCO2	1415	1840
COc1ccc(CCNC(=O)COC(=O)c2cc(OC)c(OC)cc2OC)cc1	1336	1727
CCOC(=O)CSc1ncc(-c2ccc([N+](=O)[O-])cc2)[nH]1	1682	1728
COCCN(Cc1cc2cc(C)ccc2n2nnnc12)C(=S)Nc1ccccc1C	1730	1838
Cc1cc(C(=O)N2CCCC(C(=O)c3ccc4ccccc4c3)C2)nn1C (stereo unspecified)	1608	1906
COCc1cc(/C=N\NC(=O)COc2ccccc2)ccc1OC	1580	1866
Oc1ccccc1/C=N/Nc1cc(N2CCCC2)nc(N2CCCC2)n1	1377	1864
CCOC(=O)c1c(/N=C/c2ccc(C)cc2O)sc2c1CCC2	1509	1846
CCNCc1cc([N+](=O)[O-])ccc1OCC	1331	1681
CCn1c(C)nc2cc(C(=O)NNC(=S)Nc3ccccc3Cl)ccc21	1738	2056
COc1ccc(NC(C)=O)cc1S(=O)(=O)Nc1ccccc1C(=O)N1CCCC1	1674	1945
CC(C)OP(=O)(OC(C)C)C(C)NC(=O)Cc1ccccc1 (stereo unspecified)	1622	1430
Cc1cc(OC(=O)c2ccccc2)c([N+](=O)[O-])c(=O)[nH]1	1649	1997
CSC1=NSC2=NC(=O)/C(=C/c3coc4ccccc4c3=O)C(=N)N12	1504	1442
Clc1ccc(OCc2nc3ccccc3[nH]2)cc1	1642	1842
CC(=O)NCCNS(=O)(=O)c1ccc(C)c([N+](=O)[O-])c1	1474	1772
CCOC(=O)C1CCCN(C(=S)Nc2ccc(F)cc2)C1 (stereo unspecified)	1551	1497
CCOC(=O)CC(N)c1cccc([N+](=O)[O-])c1 (stereo unspecified)	1554	2154
Cc1cc(C(=O)Nc2ccon2)c(C)o1	1522	1664
O=C(O)CCn1cc(/C=C2/NC(=S)N(c3ccccc3)C2=O)c(-c2ccccc2)n1	1540	1746
O=C(Nc1ccccc1)Nc1nnc(Cc2ccc([N+](=O)[O-])cc2)s1	1464	1694
COc1cccc(/C=N/NC(=O)COc2cccc3cccnc23)c1O	1660	2122
Cc1ccc(NC(=S)NN2CCN(C)CC2)c(C)c1	1746	1945
COCCn1c(N)c(N(Cc2ccccc2)C(=O)Cc2ccccc2F)c(=O)[nH]c1=O	1556	1942
CCn1c(Sc2ccc([N+](=O)[O-])cn2)nnc1-c1ccco1	1691	1961
O=[N+]([O-])c1cccc(-c2nnc3ccc4ccccc4n23)c1	1577	1924
Cc1c(C(=O)N2CCc3ccccc32)cnn1C	1583	1800
CCNC(=O)CCSc1nnc(-c2ccco2)o1	1768	1915
CC(C)(C)C(=O)NC(=S)Nc1ccc(F)cc1	1591	1853
CCCc1ccc(-c2cc(C(=O)NC3=NCCS3)c3ccccc3n2)cc1	1706	1736
COCCn1c(SCC(=O)NC2CCCC2)nc2cccnc21	1804	2031
NC(=O)CCn1ccc2ccccc21	1566	1762
Cc1cc(C)c(NC(=O)COC(=O)CSc2ccc(Br)cc2C)c(C)c1	1363	1550
CCN(C(=O)CSc1cc(C)c2ccccc2n1)C1CCS(=O)(=O)C1 (stereo unspecified)	1484	1472
Cc1cc(SCC(=O)c2ccc(O)c(O)c2)nc2ccccc12	1503	1791
O=c1[nH]c(CSc2nnnn2-c2ccc(Cl)cc2)nc2ccccc12	1448	1726
COc1ccc(-n2nnc3c(=O)n(CC(=O)N4CCCc5ccccc54)cnc32)cc1	1673	1501
CCC(=O)Nc1ccc(C(=O)NNC(=O)c2cc([N+](=O)[O-])cc([N+](=O)[O-])c2)cc1	1555	1785
Cc1nc(Nc2ccc(Cl)c(Cl)c2)sc1C(=O)Nc1ccccc1	1602	1783
COc1ccc(-c2nc(SC(CC(=O)NCCO)c3cccs3)n[nH]2)cc1 (stereo unspecified)	1372	1685
CC(=O)/C(=N\Nc1ccccc1)Sc1nnc(-c2ccccc2)n1-c1ccccc1	1416	1734
O=C(OCc1c(Cl)cccc1Cl)c1ccncc1	1860	1884
COCCn1c(NCc2ccco2)nc2c1c(=O)[nH]c(=O)n2C	1735	2016
Cc1sc2ncnc(Sc3ccccc3C(=O)Nc3ccccc3Cl)c2c1C	1783	1883
Cc1cc(C)cc(NC(=O)c2ccccc2NC(=O)CCC(=O)O)c1	1527	1894
Cc1ccc(NC(=O)c2ccc([N+](=O)[O-])o2)c(C)c1	1792	1793
CCOc1cc(CNCCSc2nnnn2C)cc(Br)c1OCc1ccc(F)cc1	1521	1661
Cc1ccc(S(=O)(=O)N2CCN(c3ccccc3)CC2)cc1C(N)=O	1606	1938
Cn1c2ccccc2c2nnc(SCC(=O)NCc3ccoc3)nc21	1647	1756
C=CCc1ccc(O)c(-c2cc(CC=C)ccc2O)c1	1783	1689

Later entries
molecule	SRC3 TRFRET art	SRC1 TRFRET art
Cc1cc(OCC(=O)NCCO)cc(C)c1Cl	1614	1711
Cn1nnnc1SC1CC(=O)N(c2ccccc2)C1=O (stereo unspecified)	1405	1788
Cc1cc(C(F)(F)F)nn1CC(=O)NCc1ccco1	1737	2031
O=S(=O)(c1ccc(Cl)cc1)N1CCN=C1SCc1cccnc1	1567	1787
O=C(CSC1=NCCN1)Nc1cccc([N+](=O)[O-])c1	1293	1671
Cc1cccc(Cn2c(=O)c3c(nc4n3CCN4Cc3ccco3)n(C)c2=O)c1	1781	1907
COCCNC(=O)c1ccc(N2CCC3(CC2)OCCO3)c([N+](=O)[O-])c1	1337	1823
CCN(CC(=O)Nc1ccc2c(c1)OCCO2)C(=O)/C=C/c1ccc(F)cc1	1706	1835

Random excerpt: two compounds from above
molecule	SRC3 TRFRET art	SRC1 TRFRET art
Cc1cccc(Cn2c(=O)c3c(nc4n3CCN4Cc3ccco3)n(C)c2=O)c1	1781	1907
COCCNC(=O)c1ccc(N2CCC3(CC2)OCCO3)c([N+](=O)[O-])c1	1337	1823

Following part
molecule	SRC3 TRFRET art	SRC1 TRFRET art
Cc1nn(C)c(C)c1S(=O)(=O)N(CC(=O)Nc1nccs1)c1ccc(C(C)C)cc1	1625	1866
Cc1cccc(-n2[nH]c3c4c(ccc3c2=O)C(=O)c2ccccc2C4=O)c1	1726	2001
COc1ccc2oc3cc(C)[n+]([O-])c(-c4ccc(Cl)cc4)c3c2c1	1747	2001
COc1cccc(CNC(=O)Cc2ccc(Br)cc2)c1	1679	1797
CCOC(=O)C1(CCCCCCOc2ccc(Cl)cc2)CO1 (stereo unspecified)	1618	2021
Cc1cc(/C=C2/NC(=O)NC2=O)c(C)n1-c1cccnc1	1642	1798
CC(=O)Nc1ccc(NC(=O)COC(=O)c2c(C)nn(-c3ccccc3)c2C)cc1	1441	1933
O=C(O)c1cccc(N2C(=O)c3ccc(Oc4ccc(Cl)cc4)cc3C2=O)c1	1599	1949
COc1cc(OC)c(NC(=O)CCNS(=O)(=O)c2ccc3c(c2)oc(=O)n3C)cc1Cl	1439	1365
Cc1ccc(NC(=S)N/N=C/c2c(Cl)cccc2Cl)c(C)c1	1561	1466
COc1ccc(C(=O)NCC(=O)N/N=C/c2cccc(OC(=O)c3ccco3)c2)cc1OC	1479	1824
CO/N=C/c1cn(-c2ccc(Cl)cc2)nn1	1515	1726
COc1cc(/C=N/N=C2/C(=O)Nc3ccccc32)ccc1O	1670	2155
O=C(/C=C/c1ccco1)N/C(=C\c1ccco1)C(=O)NCCc1nc2ccccc2[nH]1	1673	1917
COc1cc(C=O)c(Br)cc1OCC(=O)NCc1ccccc1	1498	1874
COc1ccc(CCNC(=O)Cn2c(=O)n(-c3cc(F)ccc3F)c(=O)c3sccc32)cc1OC	1485	1653

Among those listed so far, these have a thiophene ring, fused or not:
molecule	SRC3 TRFRET art	SRC1 TRFRET art
N#Cc1ccsc1NC(=O)CN1CCN(S(=O)(=O)c2ccc3ccccc3c2)CC1	2536*	2399*
CCOC(=O)c1c(/N=C/c2ccc(C)cc2O)sc2c1CCC2	1509	1846
COc1ccc(-c2nc(SC(CC(=O)NCCO)c3cccs3)n[nH]2)cc1 (stereo unspecified)	1372	1685
Cc1sc2ncnc(Sc3ccccc3C(=O)Nc3ccccc3Cl)c2c1C	1783	1883
COc1ccc(CCNC(=O)Cn2c(=O)n(-c3cc(F)ccc3F)c(=O)c3sccc32)cc1OC	1485	1653

(next part)
molecule	SRC3 TRFRET art	SRC1 TRFRET art
COc1ccc(CC(=O)Nc2nc(-c3ccncc3)cs2)cc1	1432	1732
Cc1nn(S(=O)(=O)N2CCOCC2)c(C)c1Br	1612	1861
O=C(COC(=O)CNC(=O)c1sc2ccccc2c1Cl)Nc1cc(Cl)cc(Cl)c1	1654	1932
Cc1nn(CC(=O)c2ccccc2)c(=O)c2nn(-c3ccccc3F)c(C)c12	1595	1828
Cc1nc2c3cc(F)ccc3n(Cc3ccccc3F)c2s1	1533	1785
Cc1cc(NC(=O)CCCN2C(=O)/C(=C\c3cccs3)SC2=S)no1	1686	1661
Cc1sc2nc(SCC(=O)Nc3ccc(S(=O)(=O)NCCCC(=O)O)cc3)[nH]c(=O)c2c1C	1801	1793
N#CCCn1cc(C(=O)N2CCCCC2)c(-c2cccc([N+](=O)[O-])c2)n1	1483	1710
Cc1ccc(-n2c(C)cc(C(=O)COC(=O)c3ccc[nH]c3=O)c2C)cc1C	1488	1835
CCn1ncc(/C=N/NC(=O)c2cc(Cl)ccc2OC)c1C	1377	1702
COc1ccc(C2C(C#N)=C(N)OC3=C2C(=O)CC(C)(C)C3)cc1Cn1cc([N+](=O)[O-])cn1 (stereo unspecified)	1750	2114
Cc1cccc2sc(NNC(=O)c3ccc(S(=O)(=O)N4CCc5ccccc5C4)cc3)nc12	1668	1701
O=C1NN=C(c2ccc(Br)cc2)CC1c1ccc(Cl)cc1 (stereo unspecified)	1646	1828
NNC(=O)Cn1c(COc2ccc(Cl)cc2)nc2ccccc21	1494	1807
COc1ccc(CNc2nc(C)c([N+](=O)[O-])c(C)c2C#N)cc1	1894	1759
CCc1nn2c(N)c(/C=C3\C=Nc4ccccc43)c(=O)nc2s1	1567	1967
Cc1cc(C(=O)N2CCCC(C(=O)c3cccc4ccccc34)C2)nc(C)n1 (stereo unspecified)	1517	1628
CC(C)N1C(=O)CCC1C(=O)NCc1cccs1 (stereo unspecified)	1402	1565
COC(=O)c1ccc(C)c(NC(=O)CCc2cc(OC)c(OC)c(OC)c2)c1	1687	2013
COc1ccc(CNC(=O)C(C)c2ccc([N+](=O)[O-])cc2)cc1 (stereo unspecified)	1684	1738
CCc1ccc(C(=O)COC(=O)CNC(=O)COc2ccccc2)cc1	1286	1543
CCCNC(=O)COC(=O)/C=C/c1cccc(F)c1	1620	1841
COc1cccc(C(=O)CN(C(=O)c2ccc(Cl)cc2Cl)N2C(=O)c3ccccc3C2=O)c1	1695	1819
Cc1nc2ccccc2nc(C)c1=NOCc1ccc(Cl)cc1Cl	1687	1617
Clc1ccc(-n2nnnc2-c2ccccc2)cc1	1647	2032
O=C(N/N=C/c1ccc([N+](=O)[O-])o1)c1cn(-c2ccccc2)nc1-c1ccc(Cl)cc1	1581	2100
COc1ccc(/C(N)=N/OC(=O)c2ccc([N+](=O)[O-])c(C)c2)cc1OC	1413	1835
c1ccc(Cc2noc(CN3CCN(CCOc4ccccc4)CC3)n2)cc1	1380	1659
O=C(O)c1cc(-c2ccco2)nc2ccc(Br)cc12	2104*	2318*
O=C(N/N=C/c1cc2c3c(c1O)CCCN3CCC2)c1ccccc1O	1385	1487
CCCNC(=O)CN1C(=O)NC(CCc2ccccc2)C1=O (stereo unspecified)	1303	1497
Cc1nc(NC(=O)c2ccc(OCC(C)C)cc2)sc1Cc1ccc2c(c1)OCO2	1425	1687
C=CCn1c(CCNC(=O)C(C)(C)C)nc2ccccc21	1743	1651
CCN(CC)c1ccc(/C=N/Nc2nc(C)cc(=O)[nH]2)c(O)c1	1773	1821
Cc1ccc(NCc2ccc(O)c3ncccc23)cc1	1547	1719
COc1ccc(OC)c(NC(=O)C(C)Oc2ccc(Br)cc2)c1 (stereo unspecified)	1454	1964
CN(C)/C=C/C(=O)c1ccc(S(=O)c2ccccc2)cc1 (stereo unspecified)	1496	1623
COc1ccc2c(c1OC)CN1CCc3cc4c(cc3[C@@H]1[C@@H]2O)OCO4	1748	1692
COc1ccc(NC(=O)Nc2nc3c(s2)CCCC3)cc1	1580	1810
CCn1cc(C(=O)O)c(=O)c2cc(F)c(N3CCNCC3)cc21	1572	1832
CC(=O)Nc1ccc2c(COC(=O)CC3Sc4ccccc4NC3=O)cc(=O)oc2c1 (stereo unspecified)	1750	1652
O=C(NCCCn1ccnc1)/C(=C/c1ccco1)NC(=O)c1cccs1	1678	2012
CCOC(=O)c1sc(-c2ccc(OC)cc2)cc1NC(C)=O	2089*	2390*

Source: PubChem (The Scripps Research Institute Molecular Screening Center)
